T cruzi intra: inhibitors of intracellular Trypanosoma cruzi, primary screen, cell-based, plate reader, single point, set 2; activity score (inhibition), % at 5.01 µM; intracellular Trypanosoma cruzi in host cells; 4.9% of 22,000 active; in the data active = activity score above about 55%;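 note: parasites and compound incubated about four days before reading; 0% = median of neutral control wells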
INS-1E rescue: protection of INS-1E cells from cytokine death, primary screen, ATP luminescence, single point | INS-1E cytokine-induced death, 48 h; normalised: neutral wells 0, positive control 100 | protection from cytokine-induced ATP loss, % at 10 µM | AID 488910, 2010 | 0.1% of 20,000 active;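 active = mean replicate protection from cytokine-induced ATP loss at least 50% and at least 75% of replicates each reaching 50%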
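Assay system: INS-1E rat cells / Quantity: 8000 cells per well / Medium: RPMI without phenol red, 5% FBS / Probe or stimulus: three-cytokine cocktail (IFN-γ, TNF-α, IL-1β) / Dosing: one compound concentration, pin transfer / Timing: 48 h co-treatment, 10 min post-lysis read / Technique: CellTiter-Glo luminescence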
* marks the source's active call; other numbers are inactive results; / = no result given. An excerpt; the hit share may differ from the screen's.

Preview, 8 compounds:
Values in the order: T cruzi intra | INS-1E rescue
1) C[C@@H]1CN([C@@H](C)CO)C(=O)c2cc(NS(=O)(=O)c3ccc(F)cc3)ccc2O[C@@H]1CN(C)S(=O)(=O)c1cccs1
  23 | 2
2) C[C@@H]1CN([C@@H](C)CO)C(=O)c2cccc(NC(=O)c3ccc(-c4nccs4)cc3)c2O[C@@H]1CN(C)Cc1ccc(C(F)(F)F)cc1
  70* | -65
3) C[C@H]1CN([C@@H](C)CO)C(=O)Cc2cc(NC(=O)CCN3CCOCC3)ccc2O[C@@H]1CN(C)Cc1ccc(C(=O)O)cc1
  -15 | 10
4) COc1ccc(S(=O)(=O)Nc2ccc3c(c2)C(=O)N([C@H](C)CO)C[C@H](C)[C@@H](CN(C)S(=O)(=O)c2ccc(F)cc2)OCCCC[C@@H](C)O3)cc1
  9 | 6
5) Cc1noc(C)c1NC(=O)N(C)C[C@H]1Oc2ccc(NC(=O)NC3CCCCC3)cc2C(=O)N([C@@H](C)CO)C[C@H]1C
  -11 | 11
6) COc1ccc(S(=O)(=O)Nc2ccc3c(c2)C(=O)N([C@@H](C)CO)C[C@@H](C)[C@@H](CN(C)S(=O)(=O)c2ccc(C)cc2)O3)cc1
  18 | 1
7) CC(C)NC(=O)Nc1ccc2c(c1)C(=O)N([C@H](C)CO)C[C@H](C)[C@H](CN(C)Cc1ccc(C(F)(F)F)cc1)OCCCC[C@@H](C)O2
  5 | 15
8) Cc1noc(C)c1NC(=O)N(C)C[C@H]1Oc2ccc(NC(=O)CCC(F)(F)F)cc2C(=O)N([C@@H](C)CO)C[C@@H]1C
  1 | 7

All compounds of this part (from the top)
Values in the order: T cruzi intra | INS-1E rescue
1) C[C@@H]1CN([C@@H](C)CO)C(=O)c2cc(NS(=O)(=O)c3ccc(F)cc3)ccc2O[C@@H]1CN(C)S(=O)(=O)c1cccs1
  23 | 2
2) C[C@@H]1CN([C@@H](C)CO)C(=O)c2cccc(NC(=O)c3ccc(-c4nccs4)cc3)c2O[C@@H]1CN(C)Cc1ccc(C(F)(F)F)cc1
  70* | -65
3) C[C@H]1CN([C@@H](C)CO)C(=O)Cc2cc(NC(=O)CCN3CCOCC3)ccc2O[C@@H]1CN(C)Cc1ccc(C(=O)O)cc1
  -15 | 10
4) COc1ccc(S(=O)(=O)Nc2ccc3c(c2)C(=O)N([C@H](C)CO)C[C@H](C)[C@@H](CN(C)S(=O)(=O)c2ccc(F)cc2)OCCCC[C@@H](C)O3)cc1
  9 | 6
5) Cc1noc(C)c1NC(=O)N(C)C[C@H]1Oc2ccc(NC(=O)NC3CCCCC3)cc2C(=O)N([C@@H](C)CO)C[C@H]1C
  -11 | 11
6) COc1ccc(S(=O)(=O)Nc2ccc3c(c2)C(=O)N([C@@H](C)CO)C[C@@H](C)[C@@H](CN(C)S(=O)(=O)c2ccc(C)cc2)O3)cc1
  18 | 1
7) CC(C)NC(=O)Nc1ccc2c(c1)C(=O)N([C@H](C)CO)C[C@H](C)[C@H](CN(C)Cc1ccc(C(F)(F)F)cc1)OCCCC[C@@H](C)O2
  5 | 15
8) Cc1noc(C)c1NC(=O)N(C)C[C@H]1Oc2ccc(NC(=O)CCC(F)(F)F)cc2C(=O)N([C@@H](C)CO)C[C@@H]1C
  1 | 7
9) C[C@H]1CN([C@@H](C)CO)C(=O)c2cccc(NC(=O)c3nc4ccccc4s3)c2O[C@H]1CN(C)S(C)(=O)=O
  19 | 0
10) Cc1ccc(S(=O)(=O)N(C)C[C@H]2OCCCC[C@@H](C)Oc3ccc(NS(=O)(=O)c4cccs4)cc3C(=O)N([C@H](C)CO)C[C@@H]2C)cc1
  2 | -10
11) CC(C)NC(=O)N(C)C[C@@H]1Oc2c(NC(=O)C3CCCCC3)cccc2C(=O)N([C@@H](C)CO)C[C@@H]1C
  -16 | 3
12) CC(C)NC(=O)N(C)C[C@H]1Oc2ccc(NC(=O)Nc3ccccc3)cc2C(=O)N([C@H](C)CO)C[C@@H]1C
  11 | -1
13) CNC[C@H]1Oc2ccc(N(C)C)cc2C(=O)N([C@H](C)CO)C[C@H]1C
  -22 | 11
14) CC(C)NC(=O)N(C)C[C@H]1OCCCC[C@@H](C)Oc2ccc(NS(=O)(=O)c3ccccc3)cc2C(=O)N([C@H](C)CO)C[C@@H]1C
  -13 | 1
15) COc1ccc(NC(=O)N(C)C[C@H]2Oc3c(NC(=O)Nc4c(C)noc4C)cccc3C(=O)N([C@H](C)CO)C[C@H]2C)cc1
  -26 | 3
16) COc1ccc(NC(=O)Nc2ccc3c(c2)C(=O)N([C@@H](C)CO)C[C@H](C)[C@@H](CN(C)S(C)(=O)=O)O3)cc1
  8 | 4
17) O=C(NO)c1cccc(C(=O)N/N=C/c2ccc(B(O)O)cc2)c1
  -16 | -14
18) C[C@H]1CN([C@@H](C)CO)C(=O)c2cccc(NC(=O)c3cnccn3)c2O[C@H]1CN(C)S(C)(=O)=O
  -43 | 4
19) CNC[C@@H]1Oc2ccc(NC(=O)Nc3c(C)noc3C)cc2C(=O)N([C@H](C)CO)C[C@H]1C
  -20 | /
20) CC(C)NC(=O)N(C)C[C@@H]1Oc2ncc(Br)cc2C(=O)N([C@H](C)CO)C[C@@H]1C
  -9 | 3
21) C[C@H]1CN([C@@H](C)CO)C(=O)Cc2cc(NS(=O)(=O)c3ccccc3)ccc2O[C@H]1CN(C)C(=O)Nc1cccc2ccccc12
  -13 | -1
22) COc1ccc(S(=O)(=O)N(C)C[C@H]2Oc3c(NC(=O)c4cc(C)nn4C)cccc3C(=O)N([C@@H](C)CO)C[C@@H]2C)cc1
  -14 | 0
23) C[C@@H]1CN([C@H](C)CO)C(=O)c2cccc(NC(=O)c3ccncc3)c2O[C@@H]1CN(C)Cc1ccc(C(=O)Nc2ccccc2N)cc1
  8 | 28
24) COc1ccc(S(=O)(=O)Nc2cccc3c2O[C@H](CN(C)C)[C@H](C)CN([C@@H](C)CO)C3=O)cc1
  -15 | 0
25) C[C@H]1CN([C@@H](C)CO)C(=O)c2cccc(NC(=O)C3CCOCC3)c2O[C@@H]1CN(C)S(=O)(=O)c1ccc(F)cc1
  -14 | -1
26) C[C@@H]1CN([C@@H](C)CO)C(=O)c2cccc(NC(=O)c3nc4ccccc4s3)c2O[C@@H]1CN(C)Cc1ccc(Cl)c(Cl)c1
  37 | -49
27) C[C@@H]1CN([C@H](C)CO)C(=O)c2cc(N(C)C)ccc2O[C@@H]1CN(C)Cc1ccc(Oc2ccccc2)cc1
  24 | -29
28) C[C@H](CO)N1C[C@H](C)[C@H](CN(C)S(=O)(=O)c2ccc(F)cc2)Oc2ccc(NC(=O)CCC(F)(F)F)cc2C1=O
  -13 | /
29) C[C@H](CO)N1C[C@H](C)[C@H](CN(C)Cc2ccc(Oc3ccccc3)cc2)Oc2ccc(N(C)C)cc2CC1=O
  34 | -16
30) C[C@@H]1CN([C@@H](C)CO)C(=O)c2cc(NS(=O)(=O)c3cccs3)ccc2O[C@@H]1CN(C)Cc1ccncc1
  11 | /
31) C[C@@H]1CN([C@H](C)CO)C(=O)Cc2cc(NC(=O)NC3CCCCC3)ccc2O[C@H]1CN(C)C(=O)Nc1ccc(F)cc1
  -16 | 2
32) C[C@H](CO)N1C[C@H](C)[C@H](CN(C)S(C)(=O)=O)Oc2c(NS(=O)(=O)c3cn(C)cn3)cccc2C1=O
  -7 | 13
33) C[C@@H]1CN([C@H](C)CO)C(=O)c2cccc(NS(=O)(=O)c3ccccc3)c2O[C@H]1CN(C)Cc1ccccc1
  11 | 5
34) COc1ccc(NC(=O)N(C)C[C@@H]2Oc3ccc(NC(=O)Cc4cn(C)c5ccccc45)cc3C(=O)N([C@@H](C)CO)C[C@H]2C)cc1
  2 | 5
35) CC(C)NC(=O)N(C)C[C@@H]1Oc2c(NC(=O)Nc3ccc(C(F)(F)F)cc3)cccc2C(=O)N([C@@H](C)CO)C[C@H]1C
  -7 | 4
36) C[C@H]1CN([C@@H](C)CO)C(=O)CCCn2nncc2CO[C@@H]1CN(C)S(=O)(=O)c1ccc(-c2ccccc2)cc1
  84* | /
37) C[C@@H]1CCCCO[C@@H](CN(C)C(=O)Nc2cccc3ccccc23)[C@@H](C)CN([C@H](C)CO)C(=O)c2cc(NC(=O)Nc3cccc4ccccc34)ccc2O1
  -10 | -9
38) C[C@H]1CN([C@@H](C)CO)C(=O)c2cccc(NS(=O)(=O)c3cccs3)c2O[C@H]1CN(C)Cc1ccccc1
  1 | 2
39) C[C@@H]1CN([C@@H](C)CO)C(=O)c2cccc(NC(=O)Nc3ccc(C(F)(F)F)cc3)c2O[C@H]1CN(C)Cc1ccc2c(c1)OCO2
  90* | -60
40) C[C@@H]1CN([C@H](C)CO)C(=O)Cc2cc(NS(=O)(=O)c3ccc(F)cc3)ccc2O[C@@H]1CN(C)C(=O)Nc1ccc(F)cc1
  -2 | 0
41) C[C@H]1CN([C@@H](C)CO)C(=O)c2cccc(NC(=O)Nc3ccc4c(c3)OCO4)c2O[C@H]1CN(C)C(=O)Nc1ccc2c(c1)OCO2
  4 | -2
42) Cc1noc(C)c1NC(=O)N(C)C[C@H]1Oc2ccc(NC(=O)CCN3CCOCC3)cc2C(=O)N([C@H](C)CO)C[C@H]1C
  -13 | 11
43) Cc1noc(C)c1NC(=O)Nc1ccc2c(c1)C(=O)N([C@@H](C)CO)C[C@H](C)[C@H](CN(C)C)O2
  -12 | /
44) C[C@@H]1CCCCO[C@@H](CN(C)S(=O)(=O)c2ccc(Cl)cc2)[C@@H](C)CN([C@H](C)CO)C(=O)c2cc(NC(=O)CCCN(C)C)ccc2O1
  -10 | 2
45) C[C@@H]1CCCCO[C@H](CN(C)C(=O)Nc2ccc(C(F)(F)F)cc2)[C@@H](C)CN([C@H](C)CO)C(=O)c2cc(NC(=O)Nc3ccc(F)cc3)ccc2O1
  65* | -16
46) C[C@@H]1CN([C@H](C)CO)C(=O)Cc2cc(NS(=O)(=O)c3ccc(Cl)cc3)ccc2O[C@H]1CN(C)S(=O)(=O)c1ccccc1
  -11 | 5
47) C[C@@H]1CCCCO[C@H](CN(C)C(=O)C2CCCCC2)[C@@H](C)CN([C@H](C)CO)C(=O)c2cc(NC(=O)Nc3ccccc3)ccc2O1
  -7 | 2
48) C[C@H](CO)N1C[C@H](C)[C@H](CN(C)Cc2ccc3c(c2)OCO3)Oc2ncc(C#CCN(C)C)cc2C1=O
  -39 | /
49) C[C@@H]1CCCCO[C@H](CN(C)Cc2ccc(C(=O)O)cc2)[C@@H](C)CN([C@H](C)CO)C(=O)c2cc(NS(=O)(=O)c3cn(C)cn3)ccc2O1
  -17 | 2
50) C[C@H](CO)N1C[C@H](C)[C@H](CN(C)Cc2ccc(-c3ccccc3)cc2)Oc2ccc(NC(=O)Nc3ccc(C(F)(F)F)cc3)cc2C1=O
  41 | /

Later entries:
Values in the order: T cruzi intra | INS-1E rescue
51) C[C@H]1CN([C@@H](C)CO)C(=O)c2cccc(NS(C)(=O)=O)c2O[C@H]1CN(C)Cc1ccc(C(=O)O)cc1
  -18 | 12
52) C[C@H](CO)N1C[C@H](C)[C@@H](CN(C)S(=O)(=O)c2ccc(Cl)cc2)Oc2c(NC(=O)NC3CCCCC3)cccc2C1=O
  -14 | -3
53) Cc1noc(C)c1S(=O)(=O)Nc1ccc2c(c1)CC(=O)N([C@@H](C)CO)C[C@H](C)[C@H](CN(C)Cc1ccc(Oc3ccccc3)cc1)O2
  26 | -21
54) COc1ccc(NC(=O)Nc2cccc3c2O[C@@H](CN(C)C(=O)Nc2ccc4c(c2)OCO4)[C@H](C)CN([C@@H](C)CO)C3=O)cc1
  4 | 4
55) C[C@H]1CN([C@@H](C)CO)C(=O)c2cccc(NC(=O)Nc3ccc4c(c3)OCO4)c2O[C@H]1CN(C)Cc1ccc(C(=O)Nc2ccccc2N)cc1
  66* | -13
56) Cc1ccc(S(=O)(=O)N(C)C[C@@H]2Oc3c(NS(=O)(=O)c4ccc(F)cc4)cccc3C(=O)N([C@H](C)CO)C[C@H]2C)cc1
  1 | 4
57) COc1ccc(S(=O)(=O)Nc2ccc3c(c2)CC(=O)N([C@H](C)CO)C[C@@H](C)[C@@H](CN(C)S(C)(=O)=O)O3)cc1
  -21 | 11
58) C[C@H]1CN([C@@H](C)CO)C(=O)c2cc(NS(=O)(=O)c3cn(C)cn3)ccc2O[C@@H]1CN(C)C(=O)Nc1cccc2ccccc12
  -14 | 17
59) Cc1ccc(S(=O)(=O)N(C)C[C@@H]2OCc3cnnn3CCCC(=O)N([C@@H](C)CO)C[C@@H]2C)cc1
  -11 | 1
60) C[C@@H]1CN([C@H](C)CO)C(=O)Cc2cc(NS(=O)(=O)c3ccc(F)cc3)ccc2O[C@H]1CN(C)C(=O)Nc1ccc(F)cc1
  1 | 5
61) CC(C)NC(=O)Nc1cccc2c1O[C@@H](CN(C)C)[C@@H](C)CN([C@@H](C)CO)C2=O
  -37 | 6
62) C[C@@H]1CN([C@H](C)CO)C(=O)Cc2cc(NC(=O)Nc3cccc4ccccc34)ccc2O[C@H]1CN(C)Cc1ccc(C(=O)O)cc1
  -21 | 5
63) COc1ccc(NC(=O)Nc2ccc3c(c2)C(=O)N([C@H](C)CO)C[C@@H](C)[C@@H](CN(C)S(=O)(=O)c2ccc(OC)cc2)O3)cc1
  4 | 3
64) C[C@H]1CN([C@@H](C)CO)C(=O)Cc2cc(NC(=O)c3ccncc3)ccc2O[C@@H]1CN(C)C(=O)Nc1ccc(C(F)(F)F)cc1
  -13 | 3
65) COc1ccc(NC(=O)N(C)C[C@@H]2Oc3ccc(NC(=O)Nc4ccccc4)cc3C(=O)N([C@H](C)CO)C[C@@H]2C)cc1
  -14 | 0
66) C[C@H](CO)N1C[C@H](C)[C@H](CN(C)Cc2ccc3c(c2)OCO3)Oc2c(NS(=O)(=O)c3ccc(F)cc3)cccc2C1=O
  11 | 0

Screens: PubChem, Broad Institute
